Source: PubChem BioAssay (National Center for Advancing Translational Sciences (NCATS))
Pol III holo inh: inhibitors of bacterial DNA polymerase III holoenzyme | Potency, µM (top dose mostly 57.1 µM), inactives show at the top dose activity change, negative = inhibition | 0.25% of 71,000 active | reconstituted DNA polymerase III holoenzyme replication, biochemical | AID 603; note: potency is the fitted concentration of half-maximal effect; % is set by controls: 0 for no effect and ±100 for the full control effect
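Reconstituted *E. coli* holoenzyme (0.35 nM Pol III, 1 nM beta, 154 nM SSB, 2 nM primase) was preincubated with compound for 15 min at RT. Synthesis on 1.4 nM ssM13Gori ran 35 min, then was stopped with PicoGreen/EDTA and read as dsDNA fluorescence.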
Rhodamine autofl: compound autofluorescence in rhodamine spectral region. Rhodamine-region fluorescence, 547/598 nm, Tris buffer; hits give high values. max dye-equivalent concentration, M. 0.05% of 59,000 active. AID 594; in the data active = max dye-equivalent concentration above about 11 nM; inconclusive = between about 1.1 nM and that limit
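qHTS spectral profiling of compounds without any target or enzyme present, in pH 8.0 Tris buffer; plates were read after a 15-minute room-temperature incubation using the rhodamine-region filter set.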
Epigenetic mod: epigenetic GFP locus derepression in mouse cells; mouse C127i GFP locus derepression, cytometry, 30 h; 0.09% of 68,000 active; AID 597; Potency, µM (titrated, usually from 46.1 µM), for the others: top-dose GFP derepression (activation); note: % of control where 0% means no effect
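Derepression screen: silenced CMV-GFP reporter in murine C127i cells, 30 h compound incubation at 37 C, washed cells imaged by laser-scanning cytometer to enumerate GFP-expressing objects of 20 to 120 um.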
Fluorescein autfl: compound fluoresces in the fluorescein spectral region. max fluorescein-equivalent concentration, M. Compound autofluorescence, 480/540 nm, fluorescein-equivalent; hits give high values. 0.91% of 59,000 active. AID 593; in the data active = max fluorescein-equivalent concentration above about 10 nM; inconclusive = between about 1.1 nM and that limit
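Tris 100 mM pH 8.0; 15 min RT; CCD read, ex 480/em 540 nm. Output: fluorescein-equivalent concentration per compound concentration, from six-point dye series on each plate.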
HADH2 inh: inhibitors of human HADH2 dehydrogenase; Potency, µM (top dose mostly 57.1 µM), without a hit: top-dose activity change, negative = inhibition, actives largely listed as inhibitors; recombinant HADH2, NADH fluorescence, beta-hydroxybutyryl-CoA; Q99714; 3.4% of 73,000 active; note: potency is the fitted concentration of half-maximal effect; % is set by controls: 0 for no effect and ±100 for the full control effect; nearly all actives have a fitted effect of over 60% in size; many of its hits are not listed in these tables
Target sequence (Q99714 whole entry, looked up, one chain of several): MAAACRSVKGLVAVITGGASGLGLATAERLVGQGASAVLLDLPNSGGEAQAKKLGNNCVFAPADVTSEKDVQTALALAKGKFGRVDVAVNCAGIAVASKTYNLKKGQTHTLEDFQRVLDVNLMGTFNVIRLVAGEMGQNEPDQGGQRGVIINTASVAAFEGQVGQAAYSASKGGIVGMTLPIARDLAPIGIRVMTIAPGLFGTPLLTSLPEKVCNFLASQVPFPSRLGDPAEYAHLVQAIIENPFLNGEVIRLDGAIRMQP
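E. coli-expressed His-tagged HADH2 tested at 20 nM in alkaline Tris buffer (pH 9.0); oxidation of 90 uM beta-hydroxybutyryl-CoA with 1 mM NAD+ tracked fluorimetrically for 4 min.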
HBB splicing: modulators of hemoglobin beta chain splicing. Potency, µM (doses to about 46.1 µM), for the others: at the top dose activation, usual class: activators. 0.06% of 65,000 active. HBB splicing reporter cell assay, activation; EGFP reporter with mutant IVS2-654 intron; response scale: normalised to 500 nM splice-correcting PNA; note: potency is the fitted concentration of half-maximal effect; 0% is about no effect
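HeLa cells stably expressing EGFP interrupted by mutant beta-globin intron 2 (IVS2-654), 500/well in 2% FCS. Treated with compound for 2 days at 37C. Splicing correction scored as total well GFP intensity (488 nm excitation, 500-520 nm emission); 500 nM antisense PNA served as control.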
4MU fluor: compounds fluorescent in 4-MU spectral region | compound autofluorescence, 340/450 nm, 4-MU equivalents; hits give high values | max dye-equivalent concentration, M | 11% of 59,000 active; in the data active = max dye-equivalent concentration above about 10 nM; inconclusive = mostly about 1.1 nM to 9.6 nM
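Intrinsic fluorescence at 340/450 nm (ex/em) was read after 15 min at room temperature in pH 8.0, 100 mM Tris. Each compound concentration expressed as 4-MU-equivalent concentration from a six-point 4-MU standard series on each plate.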
UbGFP stabilizer: inhibits proteasome, raising ubiquitin-GFP reporter fluorescence. Potency, µM (doses to about 45.9 µM), inactives show at the top dose activation (GFP accumulation), hits mostly activators. Ubiquitin-GFP reporter cells, proteasome inhibition, GFP fluorescence; response scale: untreated = 0%, 10 µM MG-132 = 100%. 67,000 tested, under 10 active; active = well fitted activation curve with a large enough effect, not every such curve was filed as active; inconclusive = small, poorly fitted or top-dose-only effect, or another doubt; inactive = no such curve, though single readings can be large or run the other way; note: potency is the fitted concentration of half-maximal effect
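U2OS cells stably expressing ubiquitin(G76V)-GFP, seeded overnight in 0.5% FBS medium, were exposed to compounds (qHTS, 46 uM to 2.9 nM) for 4 hr at 37 °C. GFP-positive cells were counted by laser cytometry (488 ex/515 em), normalized between basal and 10 uM MG-132.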
Hsp90 Hop PPI: changes Hsp90-Hop TPR2A binding signal, up or down | AlphaScreen TPR2A-His6 binding biotin-Hsp90 C-terminal peptide | Potency, µM (series often up to 57 µM), for inactives: top-dose activity change, negative = inhibition | 0.44% of 71,000 active | AID 595; active = well fitted curve in either direction with a large enough effect; inconclusive = small, poorly fitted or top-dose-only effect, or another doubt; note: potency is the fitted concentration of half-maximal effect; % is set by controls: 0 for no effect and ±100 for the full control effect; many of its hits are not listed in these tables
15-hLO inh: blocks human 15-lipoxygenase activity | P16050 | purified 15hLO-1, xylenol orange hydroperoxide absorbance | Potency, µM (series often up to 57.1 µM), inactives show at the highest dose activity change, negative = inhibition, hits mostly inhibitors | 1.4% of 74,000 active; note: potency is the fitted concentration of half-maximal effect; % is set by controls: 0 for no effect and ±100 for the full control effect; nearly all actives have a fitted effect of over 55% in size
Target sequence (P16050 whole entry, looked up): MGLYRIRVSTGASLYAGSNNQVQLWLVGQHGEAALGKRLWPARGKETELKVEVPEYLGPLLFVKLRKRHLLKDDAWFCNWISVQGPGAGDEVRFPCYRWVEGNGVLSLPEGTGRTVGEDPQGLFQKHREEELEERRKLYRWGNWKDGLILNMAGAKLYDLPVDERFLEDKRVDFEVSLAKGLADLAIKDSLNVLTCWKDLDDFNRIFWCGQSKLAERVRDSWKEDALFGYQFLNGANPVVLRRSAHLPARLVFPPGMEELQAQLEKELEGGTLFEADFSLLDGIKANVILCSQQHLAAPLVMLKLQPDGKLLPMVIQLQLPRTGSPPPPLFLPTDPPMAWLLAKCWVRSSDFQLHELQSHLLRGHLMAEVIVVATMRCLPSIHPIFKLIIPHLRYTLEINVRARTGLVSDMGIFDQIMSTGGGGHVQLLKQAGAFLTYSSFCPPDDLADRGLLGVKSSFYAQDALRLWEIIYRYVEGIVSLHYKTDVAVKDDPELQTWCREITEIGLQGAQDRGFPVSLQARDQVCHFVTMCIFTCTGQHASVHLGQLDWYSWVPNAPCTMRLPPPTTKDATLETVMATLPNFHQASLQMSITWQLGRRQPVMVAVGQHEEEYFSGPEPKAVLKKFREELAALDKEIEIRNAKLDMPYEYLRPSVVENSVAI
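Compounds were preincubated 15 min at room temperature with 40 nM purified human enzyme (25 mM Hepes pH 7.5, 0.01% Triton X-100); 50 uM arachidonic acid reacted 6 min. Fe-xylenol orange detection, 30 min, absorbance ratio 573/405 nm.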
Texas Red fluor: compound fluoresces in the Texas Red spectral region. Compound fluorescence, Texas Red channel, 547/618 nm; hits give high values. AID 587. max dye-equivalent concentration, M. 0.06% of 59,000 active; in the data active = max dye-equivalent concentration above about 10 nM; inconclusive = between about 1.1 nM and that limit
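Dye-equivalent concentrations come from scaling compound signal (ex 547, em 618 nm) to six Texas Red standard concentrations run on every plate, after 15 min room-temperature incubation in pH 8.0 Tris (100 mM).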
Starred values were filed as active, the others as inactive; i = inactive; ? = inconclusive; nt = no result given; [ ] = dose if it differs, or a comment. Unless noted, calls come from the whole dose curve; as a rule, active = well fitted curve in the direction sought with a large enough effect; inconclusive = small, poorly fitted or top-dose-only effect, or another doubt; inactive = no such curve, though single readings can be large; an effect the other way counts as inactive or inconclusive. Not all compounds are listed; rates above refer to the full screens.

#	Molecule	Hsp90 Hop PPI	Pol III holo inh	Fluorescein autfl	HBB splicing	Epigenetic mod	HADH2 inh
1	COCCN1CN=C(Nc2nc(C)c3ccc(C)cc3n2)NC1	-1%	-12%	i	-0.1%[57.5 µM]	-3%	1%
2	CC1(C)CC(=O)c2cnc(NC(=O)Cc3ccc(Cl)cc3)nc2C1	0%	-10%	nt	0.1%[9.22 µM]	0%	-3%
3	Nc1c(C(=O)c2ccc(Br)s2)oc2ccccc12	20%	2%	nt	-0.3%	4%	2%
4	Cc1cccc(-c2c3c(=O)n(C)c(=O)n(C)c3c3nnc4ccccc4n23)c1	-3%	-10%	i	-0.8%	5%	?
5	Cc1ccc2c(c1)N(CCCC(=O)NCC1COc3ccccc3O1)C(=O)CO2 (stereo unspecified)	-2%	-4%	?	1.4%[57.5 µM]	2%	-1%
6	Cc1ccc(C(=O)Nc2ccc3c(c2)OCO3)cc1S(=O)(=O)N1CCCC1	-5%	3%	i	1.6%	-4%	2%
7	CCC(c1nc2ccccc2c(=O)n1CCCn1ccnc1)N1C(=O)c2ccccc2C1=O (stereo unspecified)	-12%	-1%	i	0.5%	3%	6%
8	O=C(Nc1nc(-c2cccs2)cs1)c1ccc(S(=O)(=O)N2CCCCC2)cc1	2%	-2%	nt	0.0%	nt	-9%
9	Cc1cc(=O)c2ccccc2[nH]1	-5%	0%	i	-3.2%	0%	-15%
10	Cc1ccc(OCc2nc(C#N)c(NCc3ccc4c(c3)OCO4)o2)cc1	?	-3%	i	nt	5%	-9%

#	UbGFP stabilizer	Rhodamine autofl	Texas Red fluor	15-hLO inh	4MU fluor
1	-3%	i	?	5%	?
2	8%	nt	nt	-4%	nt
3	-2%	nt	nt	-1%	nt
4	8%	i	i	4%	i
5	0%	i	i	-2%	i
6	6%	i	i	0%	i
7	-14%	i	?	24%	i
8	-1%	nt	nt	?	nt
9	-1%	i	i	12%	i
10	-1%	i	i	-23%	i

Some of these compounds in order of number of heavy atoms, largest number first:
#	Molecule	Hsp90 Hop PPI	Pol III holo inh	Fluorescein autfl	HBB splicing	Epigenetic mod	HADH2 inh
4	Cc1cccc(-c2c3c(=O)n(C)c(=O)n(C)c3c3nnc4ccccc4n23)c1	-3%	-10%	i	-0.8%	5%	?
1	COCCN1CN=C(Nc2nc(C)c3ccc(C)cc3n2)NC1	-1%	-12%	i	-0.1%[57.5 µM]	-3%	1%
9	Cc1cc(=O)c2ccccc2[nH]1	-5%	0%	i	-3.2%	0%	-15%

#	UbGFP stabilizer	Rhodamine autofl	Texas Red fluor	15-hLO inh	4MU fluor
4	8%	i	i	4%	i
1	-3%	i	?	5%	?
9	-1%	i	i	12%	i

Additional results follow.
#	Molecule	Hsp90 Hop PPI	Pol III holo inh	Fluorescein autfl	HBB splicing	Epigenetic mod	HADH2 inh
11	CCOC(=O)Cc1csc(NC(=O)C2C3C=CC(C3)C2C(=O)O)n1 (stereo unspecified)	-5%	-8%	i	-0.2%	-3%	-11%
12	O=C(OCC(=O)N1c2ccccc2Sc2ccccc21)C1CC(=O)N(Cc2ccco2)C1 (stereo unspecified)	-9%	2%	i	1.3%	-1%	14%
13	Cc1ccc(-c2nc3ncccn3c2NC(=O)C2CC2)cc1	2%	0%	i	0.8%	0%	?
14	O=C(CSc1ccc2nnc(-c3cccnc3)n2n1)NCc1ccc2c(c1)OCO2	0%	1%	nt	0.0%	nt	?
15	Cc1cccc(N(C)C(=O)c2coc(=O)c3ccccc23)c1	1%	-4%	i	-2.1%	-1%	4%
16	Cc1cc(S(=O)(=O)NC2CCCCC2)c(C)s1	5%	-9%	?	-5.7%	0%	6%
17	COC(=O)[C@H](Cc1ccccc1)NC(=O)NCCc1ccc(S(N)(=O)=O)cc1	-3%	-4%	i	-0.7%	3%	-1%
18	O=C(CSc1nc2c(cnn2-c2ccc(F)cc2)c(=O)[nH]1)N1CCCCC1	2%	-8%	nt	-0.7%	nt	2%
19	CCOC(=O)N1CCC(Nc2c(NCCCN(CC)c3cccc(C)c3)c(=O)c2=O)CC1	-4%[2.3 µM]	-3%	nt	-0.9%	nt	8%
20	NC(=O)c1ccccc1NC(=O)CCCN1C(=O)CCC1=O	1%	-3%	i	-1.5%	0%	-34%

#	UbGFP stabilizer	Rhodamine autofl	Texas Red fluor	15-hLO inh	4MU fluor
11	12%	i	i	-6%	i
12	-4%	i	i	16%	i
13	-2%	i	i	1%	5e-07M*
14	2%	nt	nt	-6%	nt
15	-12%	i	i	2%	i
16	1%	i	i	-2%	i
17	-4%	i	i	11%	i
18	-12%	nt	nt	4%	nt
19	12%	nt	nt	-13%	nt
20	-1%	i	i	-5%	i

An excerpt from above, showing only UbGFP stabilizer.
nr	molecule	UbGFP stabilizer
17	COC(=O)[C@H](Cc1ccccc1)NC(=O)NCCc1ccc(S(N)(=O)=O)cc1	-4%
18	O=C(CSc1nc2c(cnn2-c2ccc(F)cc2)c(=O)[nH]1)N1CCCCC1	-12%
19	CCOC(=O)N1CCC(Nc2c(NCCCN(CC)c3cccc(C)c3)c(=O)c2=O)CC1	12%
20	NC(=O)c1ccccc1NC(=O)CCCN1C(=O)CCC1=O	-1%

Next section
#	Molecule	Hsp90 Hop PPI	Pol III holo inh	Fluorescein autfl	HBB splicing	Epigenetic mod	HADH2 inh
21	Cc1c(C)n(C)c2ccc(C(=O)NCc3cccs3)cc12	-6%[2.3 µM]	0%	nt	-1.7%	nt	?
22	CN(C(=O)c1cnccn1)c1nnc(-c2cccnc2)s1	-1%	-6%	i	3.8%	1%	-11%
23	Cn1c(=O)n(CC(N)=O)c2ccccc21	-1%	0%	i	8.8%[0.369 µM]	2%	-3%
24	CC(C)C(CO)NC(=O)CC(=O)NC(CO)C(C)C (stereo unspecified)	-3%[11 µM]	4%[11.4 µM]	nt	-1.3%[0.0738 µM]	2%	2%[11.4 µM]
25	Cc1ccc(Cn2c(=O)c3ccccc3n3c(SCC(=O)N4CCCCC4C)nnc23)cc1 (stereo unspecified)	3%	-8%	i	9.9%	-3%	?
26	COc1ccc(CC(NC(C)=O)C(=O)NC2CCN(c3nc(C)cc(C)c3C#N)CC2)c(OC)c1 (stereo unspecified)	1%	?	?	0.0%[57.5 µM]	0%	-21%
27	O=C(NCC(c1cccnc1)N1CCN(c2ccccc2F)CC1)c1ccccc1 (stereo unspecified)	-6%	2%	nt	-0.8%	nt	56%[activator]
28	CC(C)/C(=N/[N+](C)(C)C)c1ccccc1	0%[11 µM]	-5%[11.4 µM]	?	-1.4%[9.22 µM]	-1%[9.22 µM]	8%[11.4 µM]
29	COc1ccc(N(CC(=O)Nc2cc(OC)ccc2OC)S(=O)(=O)c2c(C)nn(C)c2C)cc1	-11%	7%	nt	-0.8%	-5%	-6%
30	CCOc1cc(-c2ccccc2)nc(N)n1	8%	-16%	i	-1.4%	3%	2%

#	UbGFP stabilizer	Rhodamine autofl	Texas Red fluor	15-hLO inh	4MU fluor
21	9%	nt	nt	10µM*	nt
22	3%	i	i	-1%	i
23	1%	i	i	-22%	i
24	-5%[9.17 µM]	nt	nt	-5%[11.4 µM]	nt
25	-6%	i	?	-8%	i
26	-5%	i	i	25µM*	5.1e-08M*
27	1%	nt	nt	7%	nt
28	-8%[9.17 µM]	i	i	-5%[11.4 µM]	i
29	-4%	nt	nt	-1%	nt
30	-4%	i	i	0%	i

Remaining list, next part.
#	Molecule	Hsp90 Hop PPI	Pol III holo inh	Fluorescein autfl	HBB splicing	Epigenetic mod	HADH2 inh
31	CSc1ccc2c(c1)N(CCC1CCCCN1C)c1ccccc1S2 (stereo unspecified)	nt	nt	?	nt	-2%[20.6 µM]	nt
32	COc1cc(NS(=O)(=O)c2ccccc2)ccc1-n1nc(C)cc1C	-7%	-1%	i	-1.1%	3%	4%
33	CCCOc1ccc(/C(O)=C2/C(=O)C(=O)N(CCN(C)C)C2c2ccc(OC)c(OC)c2)cc1 (stereo unspecified)	nt	nt	i	nt	-4%[20.6 µM]	nt
34	CCOc1ccc(NC(=O)CN2C(=O)COc3ccc(Cl)cc32)cc1	-2%	-11%	nt	0.0%	nt	6%
35	CC(C)OC(=O)c1cccnc1SCc1cc(=O)n2ccccc2n1	-2%	-2%	i	-2.3%[57.5 µM]	4%	-27%
36	COc1cc2c(cc1NC(=O)c1cccnc1)CCCC2	-1%	-4%	i	0.0%[57.5 µM]	-2%	-4%

#	UbGFP stabilizer	Rhodamine autofl	Texas Red fluor	15-hLO inh	4MU fluor
31	nt	i	i	-12%	i
32	9%	i	i	3%	i
33	nt	i	i	nt	i
34	6%	nt	nt	1%	nt
35	-3%	i	i	-9%	?
36	-7%	i	i	0%	i
